# Bioassay records (PubChem BioAssay)
# AGP1-GFP MLPCN = modulators of AGP1-GFP expression in yeast TOR pathway, primary screen, cell-based, multiplex flow cytometry, S. cerevisiae, MLPCN library; 3 h; GFP as percent of DMSO wells; GFP response vs DMSO, % at 10 µM; hit rate 0.02% among 320,000;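 active means GFP response relative to DMSO above a set limit, near screen average plus 3 SD, cut at about 150% in these data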;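 further: median GFP channel fluorescence of the gated AGP1 strain per well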
# Yeast superoxide = reduction of superoxide in aged yeast, primary screen, HTS | S. cerevisiae aged cells, superoxide DHE fluorescence; hits give low values | superoxide response (% of plate mean), % at 10 µM | hit rate 0.18% among 330,000;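 active means superoxide response under a set limit, about three screen SD below normal, cut at about 65% in these data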;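 further: yeast aged for seven days with compound at 30 °C before DHE staining; 100% = average MFI of all compound-treated wells on the plate with controls excluded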
# LAP4 TOR yeast = modulators of LAP4-GFP expression in yeast, primary screen, S. cerevisiae, multiplex flow cytometry, MLPCN library; 3 h; median GFP as percent of DMSO wells; AID 2023, 2009; hit rate 0.34% among 320,000; GFP response vs DMSO, % at 10 µM;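 active means GFP response vs DMSO above a set limit, about the screen mean plus 3 SD, cut at about 150% in these data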
# RPL19A TOR yeast = RPL19A-GFP expression modulators in yeast, primary screen, cell-based, S. cerevisiae, multiplex flow cytometry, MLPCN; S. cerevisiae RPL19A-GFP strain, 3 h; hits give low values; percent response vs DMSO, % at 10 µM; hit rate 0.3% among 330,000;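 active means percent response vs DMSO below 50%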;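 further: median channel GFP fluorescence of the barcoded RPL19A-GFP strain; ratio of sample median GFP to plate DMSO average so 100% = DMSO; lower means less RPL19A-GFP as with rapamycin TOR inhibition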
# AHR activator = AHR activators, primary screen, cell-based, luminescence, luciferase reporter, human. Aryl hydrocarbon receptor (Homo sapiens), P35869. AHR-responsive luciferase reporter cells. activation, % at 5 µM. hit rate 2.5% among 320,000. AID 2796, 2010; in the data active means activation above about 47%;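 further: 0% = vehicle wells and 100% = reference agonist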
# Target sequence (P35869 whole entry, looked up): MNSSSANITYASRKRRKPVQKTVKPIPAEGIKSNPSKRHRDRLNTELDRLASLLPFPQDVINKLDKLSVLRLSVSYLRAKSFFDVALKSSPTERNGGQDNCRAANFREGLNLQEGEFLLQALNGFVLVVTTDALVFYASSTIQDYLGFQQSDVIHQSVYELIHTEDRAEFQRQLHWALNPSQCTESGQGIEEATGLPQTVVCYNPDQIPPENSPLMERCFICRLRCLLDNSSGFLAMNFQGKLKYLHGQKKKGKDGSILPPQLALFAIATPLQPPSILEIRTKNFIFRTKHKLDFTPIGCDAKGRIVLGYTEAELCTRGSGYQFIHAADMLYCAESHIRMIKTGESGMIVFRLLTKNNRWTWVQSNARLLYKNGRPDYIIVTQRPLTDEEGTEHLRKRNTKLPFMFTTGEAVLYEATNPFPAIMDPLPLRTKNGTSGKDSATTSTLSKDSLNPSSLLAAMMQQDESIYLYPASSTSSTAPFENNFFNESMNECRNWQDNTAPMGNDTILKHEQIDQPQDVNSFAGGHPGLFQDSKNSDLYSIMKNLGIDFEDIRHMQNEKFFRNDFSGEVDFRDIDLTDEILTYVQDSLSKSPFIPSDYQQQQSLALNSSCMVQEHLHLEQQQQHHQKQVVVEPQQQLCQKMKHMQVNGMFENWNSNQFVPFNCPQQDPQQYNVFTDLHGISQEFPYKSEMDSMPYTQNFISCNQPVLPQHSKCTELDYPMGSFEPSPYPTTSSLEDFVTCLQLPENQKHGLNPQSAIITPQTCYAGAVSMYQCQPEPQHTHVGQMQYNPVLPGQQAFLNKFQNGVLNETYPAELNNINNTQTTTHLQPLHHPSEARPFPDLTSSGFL
# MEP2-GFP yeast = modulators of MEP2-GFP levels in yeast, primary screen, S. cerevisiae, multiplex flow cytometry, MLPCN library | S. cerevisiae MEP2-GFP strain, 3 h; 100% = DMSO control level | GFP response vs DMSO, % at 10 µM | hit rate 0.51% among 330,000;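 active means GFP response versus DMSO above a set limit, roughly screen mean plus 3 SD, cut at about 180% in these data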;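 further: median GFP fluorescence of the barcode-gated MEP2-GFP cells per well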
# CIT2 TOR yeast = modulators of CIT2-GFP expression in yeast, primary screen, S. cerevisiae, GFP fusion, multiplex flow cytometry, MLPCN library | S. cerevisiae CIT2-GFP strain, 3 h; 100 means same as DMSO wells | GFP response vs DMSO, % at 10 µM | hit rate 0.065% among 320,000 | AID 2029, 2009;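 active means GFP response relative to DMSO above a set limit, near the screen mean plus 3 SD, cut at about 150% in these data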;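 further: ratio of well median GFP fluorescence to mean of DMSO wells on the plate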
# Efflux pump inh = inhibitors of Candida efflux pumps in yeast, primary screen, S. cerevisiae, Nile Red, multiplex | inhibition, % at 10 µM | S. cerevisiae Candida pump triplex | hit rate 0.44% among 330,000;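 active means plate passing quality check with inhibition over a set limit, or well fluorescence over plate mean plus 4 SD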;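 further: Nile Red retained in pooled yeast measured as flow cytometry median fluorescence; 0% = buffer negative control and 100% = Enniatin B positive control; higher means more Nile Red kept so more efflux inhibition; some compounds called inactive have numbers as strong as hits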
# Active calls of the source: *; x = no result given; [ ] = another dose, or the depositor's remark.
item	SMILES	RPL19A TOR yeast	Yeast superoxide	LAP4 TOR yeast	MEP2-GFP yeast	AGP1-GFP MLPCN	Efflux pump inh	CIT2 TOR yeast	AHR activator
1	COc1ccc(C(=O)Nc2ccc(C)cc2C(=O)c2ccccc2)cc1	100	105	91	96	92	0.1	93	36
2	COc1cccc2c1OC1(C)CC2/C(=C(\C)O)C(=O)N1 (configuration not stated)	97	93	101	106	84	-0.1	92	9
3	CC(C)n1c(-c2ccc(N(C)C)cc2)nc2ccccc21	99	104	95	91	103	0.1	108	19
4	CC1(C)CC(=O)C2=C(C1)N(Cc1ccco1)C(=O)NC2(C(F)(F)F)C(F)(F)F	105	85	111	112	106	0.1	106	-2
5	COc1cc(/C=c2\sc3n(c2=O)CCCN=3)ccc1O	98	91	95	104	102	0.1	x	1
6	CCc1ccc(NC(=O)NCCN2CCc3ccccc3C2)cc1	97	100	92	88	99	0.1	96	25
7	Cc1onc(-c2ccccc2)c1C(=O)N/N=C/c1c[nH]c2ccccc12	94	114	98	98	103	0.1	94	6
8	CC1CS(=O)(=O)CCN1N=Cc1ccc([N+](=O)[O-])o1 (configuration not stated)	98	129	93	100	91	-0.1	88	-1
9	c1ccc(Nc2nc(-c3ccccc3)ns2)cc1	101	90	104	106	101	0.1	102	29
10	COc1ccc(NC(=O)c2cccc(S(=O)(=O)N3CCOCC3)c2)cc1	105	105	90	105	99	0.0	100	13
11	O=C(Nc1nc(-c2ccco2)c(-c2ccco2)s1)C1CCC1	100	98	127	96	85	-0.4	86	106*
12	Cc1sc(C(=O)Nc2ccc3ccccc3c2)cc1CC(=O)O	101	115	100	104	103	-0.3	104	3
13	Cc1ccc(-c2cnc3n2CCCCC3)cc1	109	99	105	107	110	0.0	109	7
14	CSc1ncccc1C(=O)Nc1nc2ccc(S(C)(=O)=O)cc2s1	99	92	95	94	101	0.0	97	6
15	CCN(CC(=O)Nc1c(C(=O)OC)[nH]c2ccccc12)c1ccc2c(c1)OCO2	103	103	102	105	102	0.0	93	10
16	CC1CCN(c2cc(N)c(Cl)cc2[N+](=O)[O-])CC1	105	137	95	106	95	0.0	101	-6
17	CCOc1ccc(N(CC(=O)NC2CCCCC2)C(=O)CCC(=O)Nc2ccccn2)cc1	98	96	98	104	105	0.0	106	2
18	NC(=S)Nc1cccc2cnccc12	99	97	97	101	100	0.0	107	1
19	O=C1NC(c2ccccc2)C(C(=O)c2cccs2)C(O)(C(F)(F)F)N1 (configuration not stated)	100	90	97	101	102	-0.1	104	2
20	CCCOc1ccc(Cc2c(O)nc(N)[nH]c2=O)cc1C	103	96	92	108	94	0.0	103	0

# Reprinted at random: six records from the list, in no set order.
item	SMILES	RPL19A TOR yeast	Yeast superoxide	LAP4 TOR yeast	MEP2-GFP yeast	AGP1-GFP MLPCN	Efflux pump inh	CIT2 TOR yeast	AHR activator
4	CC1(C)CC(=O)C2=C(C1)N(Cc1ccco1)C(=O)NC2(C(F)(F)F)C(F)(F)F	105	85	111	112	106	0.1	106	-2
2	COc1cccc2c1OC1(C)CC2/C(=C(\C)O)C(=O)N1 (configuration not stated)	97	93	101	106	84	-0.1	92	9
1	COc1ccc(C(=O)Nc2ccc(C)cc2C(=O)c2ccccc2)cc1	100	105	91	96	92	0.1	93	36
14	CSc1ncccc1C(=O)Nc1nc2ccc(S(C)(=O)=O)cc2s1	99	92	95	94	101	0.0	97	6
10	COc1ccc(NC(=O)c2cccc(S(=O)(=O)N3CCOCC3)c2)cc1	105	105	90	105	99	0.0	100	13
8	CC1CS(=O)(=O)CCN1N=Cc1ccc([N+](=O)[O-])o1 (configuration not stated)	98	129	93	100	91	-0.1	88	-1

# New compounds follow.
item	SMILES	RPL19A TOR yeast	Yeast superoxide	LAP4 TOR yeast	MEP2-GFP yeast	AGP1-GFP MLPCN	Efflux pump inh	CIT2 TOR yeast	AHR activator
21	COCC1CCN(Cc2nc(Cc3ccccc3Cl)no2)CC1	98	100	86	102	98	-0.1	103	12
22	CCc1nnc(NC(=O)c2ccncc2)s1	96	91	87	97	96	-0.2	82	8
23	O=S(=O)(Nc1ccc(S(=O)(=O)Nc2cccc3ccccc23)cc1)c1ccccc1	100	92	98	101	107	-0.2	104	6
24	CCCC1C(=O)N(c2ccccc2)C1c1ccccc1 (configuration not stated)	97	99	90	102	95	0.2	92	2
25	Cc1ccc(NC(=O)c2ccc3nc[nH]c3c2)c(O)c1	92	102	97	94	96	-0.2	91	65*
26	O=C(/C=C/c1ccccc1[N+](=O)[O-])Nc1cccc(S(=O)(=O)NC2=NCCCCC2)c1	92	112	108	101	97	-0.5	98	3
27	COc1ccc(/C=N/N2C(=O)c3ccccc3C2=O)cc1	103	101	99	105	95	0.0	94	1
28	O=C(CCc1cccc(Cl)c1)NC1CCCN(Cc2ccccc2F)C1 (configuration not stated)	104	104	86	98	103	-0.1	101	-1
29	CSc1ccc(S(=O)(=O)NCC(=O)OCCOc2ccccc2)cc1[N+](=O)[O-]	106	91	112	106	117	-0.1	101	1
30	CCC(=O)Nc1ccc(N2CCCCC2)c(C(=O)Nc2ccc(OC)cc2)c1	91	108	94	102	87	0.0	x	15
31	Cc1cccc(SCC(=O)Nc2ccc3c(c2)OCCO3)c1	96[may fluoresce green]	110	111[may fluoresce green]	109[may fluoresce green]	122[may fluoresce green]	-0.4	174*[may fluoresce green]	3
32	Cc1ccc(CNC(=O)Cc2ccc(-c3ccccc3)cc2)cc1	100	121	102	105	101	-0.1	97	0
33	CCc1ccc(NC(=O)CSc2ccccn2)cc1	94	100	113	95	98	0.0	86	1
34	COc1ccc(N2CCN(C(c3ccccc3)c3sc4nc(C)nn4c3O)CC2)cc1 (configuration not stated)	95	116	94	90	95	-0.1	99	1
35	CC1CCCC(C)N1C(=O)COC(=O)C1CCN(S(=O)(=O)c2ccc3c(c2)OCCO3)CC1 (configuration not stated)	96	104	101	102	107	-0.1	103	-1
36	C/C(=N\N=C(N)N)c1cccc([N+](=O)[O-])c1	100	96	96	102	91	0.0	99	9
37	Cc1nn(-c2ccccc2)c(C)c1/C=N/NC(=O)CSc1nc2ccccc2c(=O)n1-c1ccc(Br)cc1	107	109	94	112	112	0.1	112	1
38	CCOC(=O)c1sc2cccc(Cl)c2c1N	97	111	98	88	94	0.0	84	9
39	O=C(CN1C(=O)c2ccccc2C1=O)NCc1ccc(N2CCOCC2)cc1	100	94	109	103	114	-0.1	100	-1
40	Cc1ccccc1-n1nc2c(c1NC(=O)CCCl)CSC2	103	157	105	109	94	-0.1	104	-1
41	Cc1noc(C)c1C(=O)Nc1ccc(F)cc1	103	94	123	97	110	-0.1	93	0
42	CCOc1ccc(/C=N/NC(=O)CC(=O)NCc2ccccc2)cc1	100	99	97	100	100	0.1	94	2
43	CCc1ccc(OCC(=O)O/N=C(\N)c2cccnc2)cc1	95	88	113	98	84	0.0	86	4
44	CCCc1cc(=O)[nH]c(SCCOc2ccc(Cl)cc2)n1	97	118	98	99	97	0.1	91	0
45	COc1ccc(Br)cc1/C=N/NC(=O)c1nc(-c2ccccc2)n2c1CCCCC2	99	93	103	102	110	-0.1	105	1
46	Cc1ccc(C(=O)NCC(c2ccco2)N2CCc3ccccc3C2)cc1 (configuration not stated)	97	95	98	101	109	0.0	103	18
47	O=C(CSc1nnc(NC2CCCCC2)s1)N1CCOCC1	100	101	90	104	99	0.2	103	5
48	CC(C)(C)c1ccc(S(=O)(=O)NCc2ccc(C(=O)NCc3ccccn3)cc2)cc1	103	101	88	93	99	0.0	99	2
49	Cc1cc(C)c(-n2nnnc2SCC(=O)c2cc3ccccc3o2)c(C)c1	98	84	108	101	107	-0.1	102	-1
50	CC(=O)NC(CC(=O)N(Cc1ccccc1)c1cccc(C)c1)c1ccccc1 (configuration not stated)	107	x	80	103	91	0.0	x	4
51	COCCOC(=O)C(CC(=O)O)NCc1ccco1 (configuration not stated)	108	101	110	99	102	-0.1	97	1
52	Cc1c(C(=O)NNC(=O)c2cccnc2)cccc1[N+](=O)[O-]	102	97	104	101	107	-0.2	106	1
53	N#Cc1c(-c2ccco2)nc(SCc2ccc(F)cc2)[nH]c1=O	99	107	102	104	103	0.0	94	-1
54	CC1CCC(Nc2nnnn2-c2ccccc2)CC1 (configuration not stated)	102	96	101	100	112	-0.1	104	6
55	Cc1ccc(C2=NNC(C(O)C(O)C(O)C(C)O)S2)cc1 (configuration not stated)	98	89	102	102	103	0.0	99	9
56	S=C(Nc1ccccc1)Nc1ccc(Br)cc1	95	86	115	97	96	0.0	90	-1
57	CCOC(=O)c1c(NC(=S)NNS(=O)(=O)c2ccc(Br)cc2)sc2c1CCCCC2	109	103	94	105	107	-1.0	106	-1
58	O=C(CN(c1ccc(F)cc1)S(=O)(=O)c1ccc2c(c1)OCCO2)NCc1ccncc1	96	85	114	104	103	-0.1	84	0
59	COc1ccc(-c2nc(-c3ccc(NC(=O)c4ccncc4)cc3)no2)cc1OC	104	99	94	90	97	0.0	85	37
60	C=CCC1CCC/C(=N\NS(=O)(=O)c2ccc(C)cc2)C1 (configuration not stated)	121	112	99	101	97	-0.1	98	-2

# Compound profiles, from the list above.
# Shown for O=C(CN(c1ccc(F)cc1)S(=O)(=O)c1ccc2c(c1)OCCO2)NCc1ccncc1 : RPL19A TOR yeast = 96; Yeast superoxide = 85; LAP4 TOR yeast = 114; MEP2-GFP yeast = 104; AGP1-GFP MLPCN = 103; Efflux pump inh = -0.1; CIT2 TOR yeast = 84; AHR activator = 0
# Shown for N#Cc1c(-c2ccco2)nc(SCc2ccc(F)cc2)[nH]c1=O : RPL19A TOR yeast = 99; Yeast superoxide = 107; LAP4 TOR yeast = 102; MEP2-GFP yeast = 104; AGP1-GFP MLPCN = 103; Efflux pump inh = 0.0; CIT2 TOR yeast = 94; AHR activator = -1
# Shown for S=C(Nc1ccccc1)Nc1ccc(Br)cc1 : RPL19A TOR yeast = 95; Yeast superoxide = 86; LAP4 TOR yeast = 115; MEP2-GFP yeast = 97; AGP1-GFP MLPCN = 96; Efflux pump inh = 0.0; CIT2 TOR yeast = 90; AHR activator = -1

# (next part)
item	SMILES	RPL19A TOR yeast	Yeast superoxide	LAP4 TOR yeast	MEP2-GFP yeast	AGP1-GFP MLPCN	Efflux pump inh	CIT2 TOR yeast	AHR activator
61	COc1ccc(C)cc1S(=O)(=O)n1c([N+](=O)[O-])cnc1C	102	97	107	100	101	-0.1	100	0
62	CCCNC(=O)Nc1ccc(C)cc1C	101	72	98	106	100	0.5	100	5
63	Cc1ccc(S(=O)(=O)N(CC(=O)Nc2cccc([N+](=O)[O-])c2)Cc2ccc(Cl)cc2)cc1	105	156	94	108	102	-0.1	108	7
64	CC(=O)Nc1ccc2oc(-c3ccccc3Br)nc2c1	98	118	113	106	98	0.1	95	-5
65	O=C(N/N=C/C=C\c1ccccc1[N+](=O)[O-])c1ccccn1	105	106	95	102	103	-0.2	96	11
66	O=C(Nc1nc2c(F)cc(F)cc2s1)C1CC1	89	89	111	101	90	-0.1	87	55*
67	COc1ccc(-c2csc(-c3cccs3)n2)cc1OC	97	118	95	92	86	0.1	92	0
68	C=CCC(C=C)[N+]1(CC(=O)OC)CCCCC1 (configuration not stated)	102	103	102	103	104	0.0	99	0
69	CCOC(=O)C1=C(C)OC(N)=C(C#N)C1c1c(C)nn(-c2ccccc2)c1Cl (configuration not stated)	96	105	92	102	103	0.0	92	3
70	NS(=O)(=O)c1ccc(CCNC(=S)Nc2ccccc2)cc1	99	95	82	94	91	2.8	94	1
71	CCOc1ccccc1NC(=O)C(OC(=O)c1ccc(CC)cc1)c1ccccc1 (configuration not stated)	106	104	91	104	104	0.1	103	3
